PGC1a acetyl inh: lowers PGC1a acetylation signal in U2OS cells | AID 651687 | inhibition, % at 15.6 µM | 0.17% of 350,000 active | AlphaScreen anti-acetyl-lysine; with virally co-expressed GCN5 acetyltransferase;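 active = every replicate shows inhibition of at least 40%; inconclusive = mean inhibition at least 40% but some replicate below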;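 also: 0% = neutral control wells and 100% = positive control wells; some results beyond the cut were filed as inactive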
Cneo AK release: Cryptococcus neoformans lysis via adenylate kinase release; 0.2% of 360,000 active; C. neoformans lysis, adenylate kinase release luminescence, 4 h; normalised: neutral wells 0, clomiphene wells 100; lysis activity, % at 15 µM; AID 651654;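 active = mean lysis activity across replicates of at least 80%, whatever share of replicates individually reach that level; inactive = mean lysis activity below 80%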
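Material: C. neoformans cells | Amount: Yeast cell density of 5 × 10^6 cells/mL | Medium: Fresh YPD growth medium | Dosing: Single dose | Times: Static 4 h at 37 °C with compound, 1 h detection | Detection: AK luminescence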
LGR2 antag: blocks bursicon-induced cAMP signaling via Drosophila LGR2 | HEK293 LGR2, CRE-luciferase, bursicon-stimulated, 4 h | inhibition, % at 9.99 µM | 0.35% of 380,000 active | AID 720647;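 active = drop in luminescence signal, shown as inhibition above about 50% in the replicate tests, limit read from the data, passing the limit was not always enough; inconclusive = probably only some replicates passing the limit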;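 also: agonist challenge used bursicon conditioned medium at about half maximal strength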
Statin myotox sup: suppressors of simvastatin-induced myotoxicity in C2C12 myotubes; ATP luminescence, 48 h; scaled: DMSO 0, geranylgeraniol control 100; rescue of ATP level, % at 7.49 µM; 0.78% of 330,000 active; AID 602340;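 active = mean ATP rescue above about 67%, or every replicate alone reaching that limit, limit read from the data, passing the limit was not always enough; inconclusive = no clear call, values can overlap the other calls; inactive = mean under the limit and some replicate under it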;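 also: myotubes were challenged with 10 µM simvastatin during compound exposure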
ERAP1 inh: ERAP1 (human) enzyme inhibition; Q9NZ08; inhibition, % at 10.7 µM; AID 652197; recombinant ERAP1, Leu-AMC fluorescence, 60 min; 0.15% of 340,000 active;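 active = mean replicate inhibition of at least 30%, or all replicates individually reaching that 30% level; inactive = mean below 30% and not every replicate reaching it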;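 also: 0% = neutral control wells and 100% = L-leucinethiol positive control wells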
Target sequence (Q9NZ08 whole entry, looked up): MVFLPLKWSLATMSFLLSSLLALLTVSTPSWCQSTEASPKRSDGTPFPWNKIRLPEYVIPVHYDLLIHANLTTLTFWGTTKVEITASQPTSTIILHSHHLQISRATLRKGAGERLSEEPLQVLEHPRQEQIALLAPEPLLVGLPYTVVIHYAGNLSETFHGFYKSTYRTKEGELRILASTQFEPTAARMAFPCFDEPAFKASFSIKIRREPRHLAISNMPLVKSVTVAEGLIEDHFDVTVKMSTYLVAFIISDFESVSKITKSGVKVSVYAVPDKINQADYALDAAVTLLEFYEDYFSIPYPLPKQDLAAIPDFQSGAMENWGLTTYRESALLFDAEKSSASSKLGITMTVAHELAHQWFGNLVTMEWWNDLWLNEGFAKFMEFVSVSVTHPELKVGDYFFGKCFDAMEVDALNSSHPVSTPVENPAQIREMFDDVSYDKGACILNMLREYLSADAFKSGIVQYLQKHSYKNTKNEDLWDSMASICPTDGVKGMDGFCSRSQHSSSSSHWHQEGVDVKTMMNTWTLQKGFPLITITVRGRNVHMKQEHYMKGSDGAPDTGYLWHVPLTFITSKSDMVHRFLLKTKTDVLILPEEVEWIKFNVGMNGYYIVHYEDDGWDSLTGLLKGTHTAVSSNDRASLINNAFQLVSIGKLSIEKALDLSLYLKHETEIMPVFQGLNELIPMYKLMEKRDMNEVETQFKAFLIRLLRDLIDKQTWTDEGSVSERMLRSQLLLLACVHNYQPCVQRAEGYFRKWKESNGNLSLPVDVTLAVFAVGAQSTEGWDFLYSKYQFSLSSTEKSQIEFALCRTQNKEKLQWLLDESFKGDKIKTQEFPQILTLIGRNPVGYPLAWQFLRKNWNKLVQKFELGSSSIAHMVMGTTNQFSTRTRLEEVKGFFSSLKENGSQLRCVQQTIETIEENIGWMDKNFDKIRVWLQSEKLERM
Xi reactivation: reactivates the inactive X chromosome in mouse fibroblasts; XiGFP mouse fibroblasts, % GFP-positive cells imaging, 3 d; cells co-treated with 5-aza-dC sensitizer; scaled so ellipticine positive control = 100%; activation, % at 7.58 µM; 0.055% of 360,000 active; AID 743238;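 active = mean normalized replicate activation at least 10% and every replicate at or above 10%; inconclusive = only one of the two criteria met; inactive = mean below 10% and not all replicates reach 10%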;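 also: 0% = median of on-plate neutral control wells and 100% = ellipticine 6 µM median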
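System: 68-5-11 XiGFP fibroblast line; Timing: 3 days compound exposure; Compound dosing: one concentration, pinned; Benchmarks: positive control ellipticine, 6 µM final; Buffer or medium: DMEM containing 5-aza-dC.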
SIRT5 inh: inhibitors of human sirtuin-5 desuccinylase | Purified SirT5, succinyl-peptide AMC, trypsin-coupled fluorescence | 1.1% of 330,000 active | Q9NXA8 | inhibition, % at 15 µM | AID 652115; in the data active = inhibition above about 15%; inconclusive = no clear call, values can overlap the other calls
S100A4 inh HTS: inhibitors of human S100A4 binding to myosin IIA peptide; AID 652163; P26447; 0.14% of 360,000 active; S100A4/TAMRA-MyoIIA peptide fluorescence polarization; inhibition, % at 10.7 µM;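 active = mean inhibition of at least 70% across replicates, with every replicate also reaching that level; inconclusive = mean inhibition reaches 70% but some replicates fall short; inactive = mean inhibition below 70%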
Target sequence (P26447 whole entry, looked up): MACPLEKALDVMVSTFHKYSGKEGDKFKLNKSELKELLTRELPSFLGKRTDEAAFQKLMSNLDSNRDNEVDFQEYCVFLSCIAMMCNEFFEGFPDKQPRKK
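Material: S100A4 monomer (human). Medium: Calcium-containing HEPES buffer, pH 7.2. Probe or stimulus: labelled myosin peptide probe, 5 nM. Compound dosing: one concentration per compound. Timing: polarization read 5 min after assay mix addition, stable 5–60 min. Benchmarks: DMSO as neutral control, TFP as positive control.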
Active calls of the source: *; ? = inconclusive; / = no result given; & = joins results of further samples.

1	O=C(COC(=O)/C=C/c1ccccc1[N+](=O)[O-])NC(=O)NC1CCCC1
2	C[C@]12c3[nH]c4cc(-c5ccco5)ccc4c3CCN1C(=O)[C@@H](CC(=O)NCc1cccc(C(F)(F)F)c1)C[C@@H]2C(=O)N1CCOCC1
3	C[C@H](CO)N1C[C@H](C)[C@H](CN(C)S(=O)(=O)c2ccc(-n3cccn3)cc2)OCc2cnnn2CCCC1=O
4	Cc1ccc(NC(=O)COc2coc(CN3c4ccccc4CC3C)cc2=O)c(C)c1 (centres undefined)
5	O/N=C/c1ccc2ccccc2n1
6	CCOC(=O)c1c(NC(=O)COC(=O)CCNS(=O)(=O)c2ccccc2)sc(C(=O)NC)c1C
7	CCCN(C)C[C@H]1OCCCC[C@@H](C)Oc2ccc(NS(=O)(=O)c3cn(C)cn3)cc2C(=O)N([C@@H](C)CO)C[C@H]1C
8	Cc1ccc(CN2C(=O)C(CC(C)C)Nc3ncnc(N4CCCCC4)c32)cc1 (centres undefined)
Compound	1	2	3	4	5	6	7	8
LGR2 antag	-22	-9	11	6	-52	-8	-8	-1
S100A4 inh HTS	-14	-7	-6&2	11	-3	-2	/	2
Cneo AK release	0	13	-2&-3	6	3	2	/	3
SIRT5 inh	7	-1	-2&-3	0	2	-7	/	2
PGC1a acetyl inh	/	/	-3&3	-8	14	0	4	-9
ERAP1 inh	3	-1	-1&0	3	-3	38*	/	-5
Statin myotox sup	3	-1	4&25	5	/	4	29	8
Xi reactivation	0.2	-0.1	0.2&-0.3	0.2	0.0	0.0	0.2	0.0

9	O=C(CN1CCN(c2ccccc2F)CC1)Nc1ccc2c(c1)CCC2
10	COc1cc(NC(=S)NC(=O)c2ccc(F)cc2)ccc1NC(=O)c1ccco1
11	COc1cccc(C(O)c2nc(-c3cccc(CO)c3)cs2)c1 (centres undefined)
12	COc1cc(C(=O)O)cc(NC(=O)c2cccs2)c1OC
13	O=C(/C=C/c1ccco1)NC(=S)Nc1ccccc1Br
14	COC(=O)c1ccc(CSc2nnc(NC(=O)C3CC(=O)N(Cc4ccc(C)cc4)C3)s2)cc1 (centres undefined)
15	COc1ccc(OC)c(NC(=O)C(CCSC)NS(=O)(=O)c2cccs2)c1 (centres undefined)
16	CN1CCN(C(=O)C2=C[C@H](c3ccc4c(c3)OCO4)C[C@H](OCc3ccc(CO)cc3)O2)CC1
Compound	9	10	11	12	13	14	15	16
LGR2 antag	3	-17	-17	8	-28	2	-10	15
S100A4 inh HTS	-9	/	1	/	10	/	-2	-6
Cneo AK release	/	7	2	4	4	-1	2	-1
SIRT5 inh	0	/	1	/	0	/	-1	-3
PGC1a acetyl inh	11	-1	-4	-13	14	-7	14	/
ERAP1 inh	-1	/	11	/	-1	/	3	0
Statin myotox sup	3	/	6	/	2	6	14	-1
Xi reactivation	0.3	-0.1	0.0	0.1	0.1	0.1	0.3	0.1

17	Oc1ccc(Br)cc1/C=N/N1CCCCC1
18	NC(=O)c1cccc(-c2ccnc3c2CC(C(=O)Nc2cccc(C(F)(F)F)c2)O3)c1 (centres undefined)
19	COc1ccccc1N1CCN(Cc2cc3c(cc2Br)OCCO3)CC1
20	CCC(=O)N1CC2(CN(C(=O)Nc3ccccc3F)C2)c2c([nH]c3cc(OC)ccc23)[C@H]1CO
21	Cc1cc(C)n2nc(C(=O)OC(C)C(=O)c3ccccc3)nc2n1 (centres undefined)
22	C=CCn1c(SCC(=O)NCC2CCCO2)nc2scc(-c3ccc(OC)cc3)c2c1=O (centres undefined)
23	CCCN(CC(=O)Nc1cc(C)on1)CC(=O)Nc1ccc(F)c(F)c1F
24	CC(O)CN1CCN(C(=O)CN2C(=O)NC(c3ccccc3)(c3ccccc3)C2=O)CC1 (centres undefined)
Compound	17	18	19	20	21	22	23	24
LGR2 antag	-80	6	-1	-13	-4	-9	2	-5
S100A4 inh HTS	/	-6	-3	6	2	-3	-1	-2
Cneo AK release	0	-1	0	/	-4	2	1	-3
SIRT5 inh	/	0	-2	/	0	-3	-2	-11
PGC1a acetyl inh	-2	4	/	-4	7	/	/	13
ERAP1 inh	/	10	1	-3	-4	2	-2	0
Statin myotox sup	/	?	-4	/	-23	7	-1	12
Xi reactivation	0.7	0.0	0.3	0.4	0.0	0.5	0.1	-0.2

An excerpt of these results, bar-delimited:
# | SMILES | LGR2 antag | S100A4 inh HTS | Cneo AK release | SIRT5 inh | PGC1a acetyl inh | ERAP1 inh | Statin myotox sup | Xi reactivation
1 | O=C(COC(=O)/C=C/c1ccccc1[N+](=O)[O-])NC(=O)NC1CCCC1 | -22 | -14 | 0 | 7 | / | 3 | 3 | 0.2
2 | C[C@]12c3[nH]c4cc(-c5ccco5)ccc4c3CCN1C(=O)[C@@H](CC(=O)NCc1cccc(C(F)(F)F)c1)C[C@@H]2C(=O)N1CCOCC1 | -9 | -7 | 13 | -1 | / | -1 | -1 | -0.1
3 | C[C@H](CO)N1C[C@H](C)[C@H](CN(C)S(=O)(=O)c2ccc(-n3cccn3)cc2)OCc2cnnn2CCCC1=O | 11 | -6&2 | -2&-3 | -2&-3 | -3&3 | -1&0 | 4&25 | 0.2&-0.3
4 | Cc1ccc(NC(=O)COc2coc(CN3c4ccccc4CC3C)cc2=O)c(C)c1 (centres undefined) | 6 | 11 | 6 | 0 | -8 | 3 | 5 | 0.2
5 | O/N=C/c1ccc2ccccc2n1 | -52 | -3 | 3 | 2 | 14 | -3 | / | 0.0
6 | CCOC(=O)c1c(NC(=O)COC(=O)CCNS(=O)(=O)c2ccccc2)sc(C(=O)NC)c1C | -8 | -2 | 2 | -7 | 0 | 38* | 4 | 0.0
7 | CCCN(C)C[C@H]1OCCCC[C@@H](C)Oc2ccc(NS(=O)(=O)c3cn(C)cn3)cc2C(=O)N([C@@H](C)CO)C[C@H]1C | -8 | / | / | / | 4 | / | 29 | 0.2
8 | Cc1ccc(CN2C(=O)C(CC(C)C)Nc3ncnc(N4CCCCC4)c32)cc1 (centres undefined) | -1 | 2 | 3 | 2 | -9 | -5 | 8 | 0.0
9 | O=C(CN1CCN(c2ccccc2F)CC1)Nc1ccc2c(c1)CCC2 | 3 | -9 | / | 0 | 11 | -1 | 3 | 0.3
10 | COc1cc(NC(=S)NC(=O)c2ccc(F)cc2)ccc1NC(=O)c1ccco1 | -17 | / | 7 | / | -1 | / | / | -0.1
11 | COc1cccc(C(O)c2nc(-c3cccc(CO)c3)cs2)c1 (centres undefined) | -17 | 1 | 2 | 1 | -4 | 11 | 6 | 0.0

The list goes on:
25	C[C@H]1CN([C@@H](C)CO)C(=O)c2c(c3ccccc3n2C)-c2ccccc2CO[C@H]1CN(C)C(=O)Nc1cccc(F)c1
26	O=C(/C=C/c1ccco1)N(Cc1cccc(Cl)c1)C1CCS(=O)(=O)C1 (centres undefined)
27	CC(C)(O)[C@@H]1Cc2c(ccc3ccc(=O)oc23)O1
28	CO[C@H]1CN(C)C(=O)c2ccc(NC(=O)c3ccc(-c4ccccc4)cc3)cc2OC[C@@H](C)NC[C@H]1C
29	COc1c(C)cc(C(O)c2ncc(-c3cccc4ccccc34)[nH]2)cc1C (centres undefined)
30	CCCNC(=O)N[C@H]1C=C[C@H](CC(=O)NC2CCC2)O[C@@H]1CO
31	CCCCN(C)c1nc(-c2ccco2)c2c(c1C#N)CC(C)(C)OC2
32	CCOC(=O)c1c(C)[nH]c(C)c1C(=O)COC(=O)/C=C/c1cccc(C(F)(F)F)c1
Compound	25	26	27	28	29	30	31	32
LGR2 antag	13	0	-6	20	6	5	-5	-8
S100A4 inh HTS	-3	-2	-5	-2	4	0	-3	-2
Cneo AK release	/	/	-1	44	3	-3	0	6
SIRT5 inh	1	2	/	0	-8	-1	/	-1
PGC1a acetyl inh	/	-1	2	-49	9	8	8	/
ERAP1 inh	/	3	0	/	3	-4	1	0
Statin myotox sup	/	/	7	-45	0	-8	0	/
Xi reactivation	0.3&-0.2	0.4	0.2	-0.3	0.0	-0.3	0.0	-0.1

33	O=C(CCCN1C(=O)/C(=C/c2cccs2)SC1=S)Nc1cccc(O)c1
34	Cc1ccc2oc(C(=O)NC3CCS(=O)(=O)C3)cc(=O)c2c1 (centres undefined)
35	COc1cc(/C=C(/C#N)c2ccc(C)cc2)ccc1Oc1ccc([N+](=O)[O-])cn1
36	Cc1cccc([C@H](NC(=O)OC(C)(C)C)C(=O)OC(C)(C)C)c1
37	COCC(=O)Nc1ccc2c(c1)C(=O)N(C)[C@H]1CC[C@@H](CC(=O)NCCc3ccncc3)O[C@H]1CO2
38	O=C(NNS(=O)(=O)c1ccc(Br)cc1)c1cccs1
39	CCN(CC)S(=O)(=O)c1ccc(N2CCOCC2)c(NC(=O)COc2ccccc2)c1
40	COc1ccc(NC(=O)N[C@@H]2CC[C@H](CCNC(=O)c3cc(Cl)cc(Cl)c3)O[C@H]2CO)cc1
Compound	33	34	35	36	37	38	39	40
LGR2 antag	-1	21	-13	-1	14	1	8	-1
S100A4 inh HTS	-2	-6	3	0	1	0	3	-10
Cneo AK release	2	-1	-2	0	5	/	-1	-9
SIRT5 inh	0	2	-1	/	-4	0	-4	2
PGC1a acetyl inh	-6	7	-14	11	1	-6	-14	-2
ERAP1 inh	0	-3	0	3	1	2	1	0
Statin myotox sup	12	0	6	-1	-13	/	-9	19
Xi reactivation	0.0	0.0	/	-0.3	0.2	0.0	0.0	-0.2

41	COc1ccc(C(=O)C2CCCN(Cc3cn(C)nc3-c3ccccc3)C2)cc1F (centres undefined)
42	CCCCn1c(N)c(N(CCOC)C(=O)c2ccc(N3CCCC3=O)cc2)c(=O)[nH]c1=O
43	Cc1ccc(C(=O)Nc2ccc(N3CCN(C)CC3)cc2)cc1
44	O=C(O)c1cc2n(n1)C(C(F)(F)F)CC(C1CC1)N2 (centres undefined)
45	CCOc1ccc(NC(=O)CCC(=O)N/N=C2\CCCc3ccccc32)cc1
46	O=C(COC(=O)CCSc1ccc(Cl)cc1)NCc1ccco1
47	COCCn1c(C)cc(C(=O)COC(=O)C2CC(=O)N(CCc3ccc(OC)c(OC)c3)C2)c1C (centres undefined)
48	Cc1ccc(NC(=O)CSc2ncc(S(=O)(=O)c3ccccc3)c(=O)[nH]2)cc1C
49	CS(=O)(=O)Nc1cccc(C2=NN(C(=O)c3cccc(F)c3)C(c3cccs3)C2)c1 (centres undefined)
50	COC(=O)C[C@@H]1CC[C@H]2[C@H](COc3ccc(NC(=O)c4cnccn4)cc3C(=O)N2C)O1
Compound	41	42	43	44	45	46	47	48	49	50
LGR2 antag	34	-11	-33	0	11	6	7	12	8	-11
S100A4 inh HTS	4	-1	2	0	-5	-3	-4	/	0	-44
Cneo AK release	/	1	-1	-1	0	0	/	3	2	-1
SIRT5 inh	-3	-3	-2	1	2	-1	-2	/	-1	5
PGC1a acetyl inh	/	1	/	3	/	/	/	12	-41	7
ERAP1 inh	-1	0	-1	3	-1	-2	-6	/	1	0
Statin myotox sup	/	-2	-5	/	8	-1	/	-7	-16	0
Xi reactivation	0.1	0.2	0.0	0.5	0.3	0.1	0.6	/	0.1	0.2

Source: PubChem

Only part of the results is shown; the hit share may differ from the screen's.
